# EPAC1 agonist = qHTS for Agonist of cAMP-regulated guanine nucleotide exchange factor 3 (EPAC1): primary screen | EPAC1 agonist qHTS, biochemical assay; response scale: 100% = response to 6.5 mM cAMP | Potency, µM (top dose mostly 154 µM), for inactives: top-dose activation, hits mostly activators | 360,000 compounds, 0.073% hits; further: potency means the concentration at half of the fitted maximal effect; nearly all actives have a fitted effect of over 60% in size
#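 Normalized to 6.5 mM cAMP, activity reflects EPAC1-catalysed release of BODIPY-GDP from Rap1B, followed kinetically over 30 min at 480 nm excitation, 540 nm emission. Reaction contained 100 nM EPAC1, 250 nM Rap1B-BODIPY-GDP, 50 uM GDP.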
# CCT modulator = High-Throughput Screening for Modulators of Cytosolic Chaperonin Activity | AID 651819, 2012 | purified chaperonin ATPase assay, HTRF ADP detection, 30 min | 360,000 compounds, 0.3% hits | activity change, % (test concentration not listed), hits read low; in the data active means activity change below about -30%; further: on the % scale 0 is the no-effect control and ±100 the full control effect
#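 TRiC at 40 or 20 nM final (batch-dependent) in 30 mM Tris pH 7.4, 100 mM KCl, 5 mM MgCl2, 1 mM DTT, with compound at single 76 uM and 10 uM ATP, 30 min at 37 deg C. ADP detected by HTRF Transcreener, 665/615 ratio.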
# EPAC2 antagonist = qHTS for Antagonist of cAMP-regulated guanine nucleotide exchange factor 2 (EPAC2): primary screen; 360,000 compounds, 0.18% hits; EPAC2 GEF exchange of Rap1B-BODIPY-GDP, fluorescence; Potency, µM (highest dose often 114 µM), for the others: top-dose activity, negative = inhibition, most hits filed as inhibitors; Rap guanine nucleotide exchange factor 4 (Homo sapiens), Q8WZA2; AID 720708, 2013; further: potency means the concentration at half of the fitted maximal effect; on the % scale 0 is the no-effect control and ±100 the full control effect; nearly all actives have a fitted effect of over 45% in size; many of its hits are not listed in these tables
# MmCpn inh = Inhibitors of TCP-1 ring complex (TRiC) of Methanococcus maripaludis (MmCpn): qHTS. 330,000 compounds, 0.031% hits. Chaperonin Mm-Cpn (Methanococcus maripaludis). Potency, µM (highest dose often 76.9 µM), without a hit: at the top dose activity, negative = inhibition, most hits filed as inhibitors. purified Mm-Cpn ATPase, ADP Transcreener TR-FRET; further: potency means the concentration at half of the fitted maximal effect; on the % scale 0 is the no-effect control and ±100 the full control effect; nearly all actives have a fitted effect of over 80% in size
#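 Quantitative HTS used 25 nM Mm-CPN and 10 uM ATP in magnesium/KCl Tris buffer, pH 7.4, with 1 mM DTT. Hydrolysis ran 30 min at 37°C; ADP was read by HTRF.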
# WRN inhibitor = qHTS for Inhibitors of WRN Helicase | Bifunctional 3'-5' exonuclease/ATP-dependent helicase WRN (Homo sapiens), Q14191 | WRN helicase unwinding, fluorescent forked duplex, kinetic | Potency, µM (highest dose often 114 µM), without a hit: at the highest dose activity change, negative = inhibition, usual class: inhibitors | 360,000 compounds, 0.46% hits | AID 651768, 2012; further: potency means the concentration at half of the fitted maximal effect; on the % scale 0 is the no-effect control and ±100 the full control effect; nearly all actives have a fitted effect of over 55% in size
# Target sequence (Q14191 whole entry, looked up): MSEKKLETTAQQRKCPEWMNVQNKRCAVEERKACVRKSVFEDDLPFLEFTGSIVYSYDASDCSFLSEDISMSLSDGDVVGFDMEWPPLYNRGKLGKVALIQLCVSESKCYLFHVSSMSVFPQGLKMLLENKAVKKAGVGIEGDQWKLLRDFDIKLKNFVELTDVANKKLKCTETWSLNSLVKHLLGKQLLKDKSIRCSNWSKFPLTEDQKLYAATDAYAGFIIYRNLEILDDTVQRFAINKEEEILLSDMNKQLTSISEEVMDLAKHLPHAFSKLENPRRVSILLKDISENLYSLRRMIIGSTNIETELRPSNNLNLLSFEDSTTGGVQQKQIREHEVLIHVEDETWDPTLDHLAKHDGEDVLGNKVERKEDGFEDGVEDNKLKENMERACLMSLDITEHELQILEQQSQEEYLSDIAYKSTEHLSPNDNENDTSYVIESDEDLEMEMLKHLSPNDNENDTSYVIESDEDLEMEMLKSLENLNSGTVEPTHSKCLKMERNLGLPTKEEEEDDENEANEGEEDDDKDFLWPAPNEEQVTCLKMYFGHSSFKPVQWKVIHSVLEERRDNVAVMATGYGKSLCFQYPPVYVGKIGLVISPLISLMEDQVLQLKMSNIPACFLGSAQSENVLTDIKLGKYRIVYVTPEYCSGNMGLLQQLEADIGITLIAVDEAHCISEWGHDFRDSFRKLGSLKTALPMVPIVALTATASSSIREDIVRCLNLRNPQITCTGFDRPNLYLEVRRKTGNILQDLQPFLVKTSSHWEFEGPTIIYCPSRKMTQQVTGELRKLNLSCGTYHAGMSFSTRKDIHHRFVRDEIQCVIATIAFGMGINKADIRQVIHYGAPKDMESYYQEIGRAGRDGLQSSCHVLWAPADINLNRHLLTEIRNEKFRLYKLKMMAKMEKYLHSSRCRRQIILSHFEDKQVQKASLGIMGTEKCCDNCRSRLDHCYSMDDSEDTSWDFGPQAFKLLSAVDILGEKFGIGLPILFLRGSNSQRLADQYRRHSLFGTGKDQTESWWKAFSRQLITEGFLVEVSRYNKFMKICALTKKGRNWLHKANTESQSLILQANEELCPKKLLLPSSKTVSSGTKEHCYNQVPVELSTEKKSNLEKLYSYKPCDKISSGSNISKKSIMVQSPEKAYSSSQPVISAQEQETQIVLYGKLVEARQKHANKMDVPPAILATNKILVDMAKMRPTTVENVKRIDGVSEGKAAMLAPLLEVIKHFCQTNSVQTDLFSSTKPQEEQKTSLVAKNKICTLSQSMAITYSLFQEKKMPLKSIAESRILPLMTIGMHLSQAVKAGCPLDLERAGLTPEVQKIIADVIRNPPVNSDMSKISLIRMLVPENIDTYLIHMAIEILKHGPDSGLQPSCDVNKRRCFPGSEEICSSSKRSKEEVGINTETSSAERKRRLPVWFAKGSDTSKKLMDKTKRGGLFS
#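 Kinetic fluorescence helicase assay: unwinding of a quenched forked DNA duplex (100 nM final) with 2 mM ATP final raises red fluorescence (525/598 nm). Compounds sat 15 min at room temperature with 20 nM WRN beforehand.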
# EPAC1 antagonist = qHTS for Antagonist of cAMP-regulated guanine nucleotide exchange factor 3 (EPAC1): primary screen | 360,000 compounds, 0.14% hits | Potency, µM (titrated, usually from 115 µM), without a hit: at the top dose activity change, negative = inhibition, actives largely listed as inhibitors | EPAC1 GEF assay, Rap1b-BODIPY-GDP exchange fluorescence | AID 720709, 2013;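 further: potency means the concentration at half of the fitted maximal effect; plate controls were vehicle for no effect and positive control for full effect; nearly all actives have a fitted effect of over 50% in size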
# PI5P4Ka inh = qHTS for Inhibitors of phosphatidylinositol 5-phosphate 4-kinase (PI5P4K). Phosphatidylinositol 5-phosphate 4-kinase type-2 alpha (Homo sapiens), P48426. PI5P4Kalpha enzyme, ADP-Glo luminescence, 60 min; active compounds read low. max response, %. 330,000 compounds, 1.2% hits. AID 652105, 2013; active means max response of -50% or lower; inconclusive means between -30% and -50%; inactive means -30% or higher; further: value at the top dose of about 77 µM; on the % scale 0 is the no-effect control and ±100 the full control effect
#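 qHTS, 1536-well: enzyme/substrate mix, compound by pin tool, 5 microM ATP final; RT 60 min; ADP-Glo reagents 1 (45 min) then 2 (30 min); luminescence.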
# PLK1 PBD inh = qHTS for Inhibitors of PLK1-PDB (polo-like kinase 1 - polo-box domain): Primary Screen; Serine/threonine-protein kinase PLK1 (Homo sapiens), P53350; Plk1 PBD binding of FITC phosphopeptide, fluorescence polarization; Potency, µM, for the others: max response, negative = inhibition, hits mostly inhibitors; 360,000 compounds, 2.8% hits; AID 720504, 2013; further: potency means the concentration at half of the fitted maximal effect; series mostly up to about 57 µM; on the % scale 0 is the no-effect control and ±100 the full control effect; nearly all actives have a fitted effect of over 65% in size
# * = called active by the depositor; u = inconclusive; x = no result given; [ ] = another dose, or the depositor's remark. Unless noted, the call rests on the fitted dose curve; in most records, active means well fitted curve in the direction sought with a large enough effect; inconclusive means small, poorly fitted or top-dose-only effect, or another doubt; inactive means no such curve, though single readings can be large; an effect the other way counts as inactive or inconclusive. This is a subset; rates above refer to the full screens.
SMILES,EPAC1 agonist,CCT modulator,EPAC2 antagonist,MmCpn inh,WRN inhibitor,EPAC1 antagonist,PI5P4Ka inh,PLK1 PBD inh
COc1ccc(C(=O)N2CCN(c3ccccc3)CC2)cc1S(=O)(=O)N1CCCC1,-9.9%,-1.1,-2.3%,0.4%,-25.5%,3.4%,-4.8,-16.6%
CC(NC(=O)NC(=O)c1ccc(Cl)cc1Cl)C1CC1 (configuration not stated),-1.8%,-3.2,-9.6%,2.8%,-3.5%,-19.4%,-19.6,u
COc1ccc(C(=O)CN2C(=O)NC3(CCCc4ccccc43)C2=O)c(OC)c1 (configuration not stated),-8.3%,-1.5,15.5%,-1.0%,-25.7%,-0.9%,-1.6,3.5%
CCn1c(=O)cc(OCC(=O)NCCc2cccc(C)c2)c2ccccc21,0.7%,-1.4,-0.9%,-2.9%,-4.7%,-5.2%,-1.3,0.1%
Cc1ccc(-n2nc3c(c2NC(=O)c2ccccc2)CS(=O)(=O)C3)cc1C,0.5%,0.4,11.5%,3.3%,-14.5%,-16.8%,-9.5,3.6%
COc1ccccc1CCC(=O)OCC(=O)Nc1cccc(S(=O)(=O)N2CCCCC2)c1,9.0%,1.7,-11.6%,1.4%,-17.7%,-9.1%,12.4,-0.7%
CN1CCN(C(=O)c2sc(=S)n(-c3ccccc3)c2N)CC1,6.1%,-2.2,-0.4%,2.0%,u,1.2%,u,1.5µM*
CCN(CC)C(=O)CC(c1ccc(N(C)C)cc1)c1c(OC)cc(OC)c2ccc(=O)oc12 (configuration not stated),4.5%,-1.6,-2.5%,-2.4%,8.1%,0.7%,1.4,-13.1%
O=C(NCCc1ccccc1)c1ccc(=O)[nH]c1,-2.1%,-1.3,-2.8%,0.5%,6.2%,1.2%,-5.8,-1.8%
COc1ccccc1CNC(=O)c1ccccc1NC(=O)C1=C(C)OCCS1,8.3%,0.9,-11.5%,-1.5%,-7.4%,10.9%,1.8,-10.9%
O=C(c1ccc(-n2cnnn2)cc1)N(C1CCCCC1)C1CCCCC1,-1.7%,-1.7,3.1%,-2.1%,-1.7%,-8.8%,1.2,-5.5%
O=C(COC(=O)C1CC1)Nc1ncc(Cl)cc1Cl,12.3%,0.4,-0.1%,-0.4%,u,-10.2%,-16.6,-12.2%
O=C(CCCn1c(SCC(=O)NCCc2ccccc2)nc2ccccc2c1=O)NCC1CCCO1 (configuration not stated),8.6%,-0.6,0.8%,-0.3%,1.8%,9.0%,-3.3,-2.3%
CCOc1ccc(CCNC(=O)C2CCN(S(=O)(=O)N3CCC(C)CC3)CC2)cc1OCC,-7.2%,-0.2,-0.5%,0.2%,5.2%,-5.3%,3.6,-17.2%
COc1ccc(Cn2c(=O)[nH]c3cc(C(=O)NCc4ccc5c(c4)OCO5)ccc3c2=O)cc1,10.6%,-0.3,2.2%,x,-2.6%,-1.1%,-9.8,-12.7%
O=c1c2ccccc2nc(-c2ccc(Br)cc2)n1Cc1ccccc1,16.5%,-4.2,-2.7%,-0.9%,-8.4%,-3.1%,x,-1.0%
CC(=O)c1cccc(NC(=O)CSc2nc(N3CCOCC3)nc(N3CCOCC3)n2)c1,-6.8%,1.9,6.5%,-11.7%,-14.8%,9.4%,5.4,-1.1%
Nc1cc(Cl)ccc1N1CCCCCC1,-5.5%,1.7,4.5%,-0.6%,1.1%,12.3%,-1.6,-23.6%
COc1cc2ccccc2cc1C(=O)NC(=S)Nc1nnn(C)n1,-1.4%,0.8,4.3%,-0.8%,-16.1%,-3.8%,-0.5,-9.9%
c1cc(-c2cnc3cccnn23)c2cccnc2c1,-15.7%,0.2,8.2%,x,-4.4%,-0.5%,-24.9,-1.8%
O=[N+]([O-])c1c(Nc2ccccc2)ccc2nonc12,-0.2%,-6.7,2.1%,-2.4%,-2.4%,7.3%,3.4,6.1%
Cc1ccc(OCC(=O)NC2CCCc3ccccc32)c(C)c1 (configuration not stated),-11.1%,-6.7,-20.6%,5.0%,-9.3%,2.8%,0.3,-13.4%
COC1CCCN(C(=O)c2ccc3oc(Cc4ccc(Cl)cc4)nc3c2)C1 (configuration not stated),6.1%,0.1,-5.5%,0.7%,1.1%,1.0%,-4.0,-2.4%
CC(=O)c1ccc(-c2ccc(C(=O)N(C)c3c(N)n(Cc4ccccc4)c(=O)[nH]c3=O)o2)cc1,0.8%,0.5,-8.4%,1.0%,-5.8%,u,-11.8,-8.5%
COc1ccc(OCC(O)CNC(=O)c2ccccc2C(=O)O)cc1 (configuration not stated),2.2%,-2.1,-10.3%,0.2%,0.6%,-7.1%,0.6,-6.8%

# Looked up one by one from the list above, 2 records:
SMILES,EPAC1 agonist,CCT modulator,EPAC2 antagonist,MmCpn inh,WRN inhibitor,EPAC1 antagonist,PI5P4Ka inh,PLK1 PBD inh
COc1cc2ccccc2cc1C(=O)NC(=S)Nc1nnn(C)n1,-1.4%,0.8,4.3%,-0.8%,-16.1%,-3.8%,-0.5,-9.9%
O=C(c1ccc(-n2cnnn2)cc1)N(C1CCCCC1)C1CCCCC1,-1.7%,-1.7,3.1%,-2.1%,-1.7%,-8.8%,1.2,-5.5%

# Given with values under each structure: part of the list above.
# Each structure is followed by: EPAC1 agonist	CCT modulator	EPAC2 antagonist	MmCpn inh	WRN inhibitor	EPAC1 antagonist	PI5P4Ka inh	PLK1 PBD inh
- COc1ccccc1CCC(=O)OCC(=O)Nc1cccc(S(=O)(=O)N2CCCCC2)c1
    9.0%	1.7	-11.6%	1.4%	-17.7%	-9.1%	12.4	-0.7%
- O=C(c1ccc(-n2cnnn2)cc1)N(C1CCCCC1)C1CCCCC1
    -1.7%	-1.7	3.1%	-2.1%	-1.7%	-8.8%	1.2	-5.5%

# (listing goes on)
SMILES,EPAC1 agonist,CCT modulator,EPAC2 antagonist,MmCpn inh,WRN inhibitor,EPAC1 antagonist,PI5P4Ka inh,PLK1 PBD inh
CN(CCC1CCCCO1)C(=O)CCc1nnc(CCCCc2ccccc2)o1 (configuration not stated),-1.0%,-3.6,-27.4%[57.1 µM],2.4%,-4.6%,-4.9%,5.2,-2.7%
COc1cc2nc(CN3CCC(Cc4ccccc4)CC3)[nH]c(=O)c2cc1OC,7.8%,-2.2,-0.1%,0.9%,-5.3%,-1.3%,2.4,-10.2%
O=c1cc(-c2ccccc2)nc(/C=C/c2ccccc2)[nH]1,0.1%,-0.3,6.3%,1.3%,-0.6%,-2.3%,19.6,0.3%
NC(=O)CSc1nc2cccnc2n1-c1ccc(F)cc1,5.6%,-0.8,-7.3%,3.1%,-3.5%,4.3%,8.7,-21.6%
O=C(O)C1C2C=CC3(CN(Cc4ccco4)C(=O)C13)O2 (configuration not stated),5.3%,-1.7,39.3%[activator],-1.1%,1.6%,-8.4%,-4.3,-0.8%
CCc1nc(-c2ccccc2O)n(-c2ccccc2)n1,-0.1%,-0.7,8.1%,0.0%,-3.0%,5.0%,-1.5,-0.7%
O=C(Nc1ccc2c(c1)OCO2)c1cc(C2CCCCN2C(=O)CCCc2ccccc2)on1 (configuration not stated),16.5%,2.4,-4.2%,x,-6.0%,-12.3%,1.5,2.0%
COC(=O)C[C@H]1c2cc(F)ccc2S(=O)(=O)N1Cc1ccccc1,6.5%,1.5,5.8%,x,3.9%,8.0%,5.1,1.0%
O=C(c1ccco1)N1CCN(C(c2cccs2)c2nnnn2C2CCCC2)CC1 (configuration not stated),-1.6%,-1.4,11.6%,0.6%,3.1%,8.1%,-5.4,-10.7%
O=C(COC(=O)c1cccc(C(=O)OCC(=O)NC2CCCCC2)n1)NC1CCCCC1,-3.8%,1.7,11.4%,1.2%,-4.4%,12.8%,-0.2,0.4%
Cc1ccc(/C=N/NC(=O)c2cc3c(ccc4ccccc43)o2)cc1[N+](=O)[O-],9.4%,-1.5,17.7%,-3.0%,-6.5%,9.2%,-1.3,-6.4%
COc1ccc(CNC(=O)Nc2cccc(C(F)(F)F)c2)cc1OC,-4.9%,-1.7,-9.7%,-0.2%,-11.3%,u,3.8,-4.5%
Cc1nnc(NC(=O)CSc2nc3c(c(=O)n2CCc2ccccc2)SC(C)C3)s1 (configuration not stated),5.0%,0.6,15.7%,0.5%,2.2%,7.4%,2.4,-8.5%
CCOC(=O)c1cnc2cc3c(cn2c1=O)CCCC3,6.1%,-1.0,4.9%,-0.6%,-20.5%,9.2%,-3.6,-9.5%
Cc1cc(C)nc(Nc2n[nH]c(-c3ccc(C(C)(C)C)cc3)n2)n1,1.8%,0.0,1.4%,-0.2%,-26.3%,-3.3%,5.1,-4.7%
COc1ccc(/C=C2\N=C(c3ccccc3Cl)NC2=O)cc1,-9.9%,1.2,4.7%,0.7%,-6.5%,-9.8%,-1.3,-12.5%
COc1cccc(C(=O)Nc2cnc(NC(=O)c3ccco3)cc2C)c1,2.9%,-6.1,-2.2%,-0.1%,-7.0%,3.8%,-0.6,u
COc1cccc(C2NC(CC(C)C)(C(=O)O)C3C(=O)N(Cc4ccccc4)C(=O)C23)c1O (configuration not stated),1.3%,0.2,11.5%,0.7%,7.2%,4.5%,x,-1.5%
CCc1ccc(C(=O)c2cncc(Br)c2)cc1,6.4%,-0.4,-0.1%,x,7.2%,5.8%,2.7,-1.6%
CCCCNC(=O)C(NC(=O)c1cccc2ccccc12)C(=O)c1ccccc1 (configuration not stated),7.3%,0.7,5.7%,x,4.5%,-6.9%,3.8,-9.4%
CCOC(=O)C1=CC[C@@H](c2ccccc2)N(S(=O)(=O)c2ccc(C)cc2)[C@@H]1C#N,9.7%,x,7.1%,x,-10.4%,-8.9%,-1.1,15µM*
COc1ccc(CCNC(=O)CCN2C(=O)COc3ccccc32)cc1OC,7.1%,-4.6,-4.0%,-1.2%,272.2%[activator],-1.5%,x,-6.6%
COc1ccc(N(C(C)C(=O)NCc2ccco2)S(C)(=O)=O)cc1 (configuration not stated),4.9%,-0.5,-2.2%,1.7%,-9.5%,1.2%,0.1,-7.0%

# Screening data (PubChem BioAssay)
